# D2 antag – HTS Assay for Allosteric Antagonists of the Human D2 Dopamine Receptor: Primary Screen for Antagonists; 2% of 340,000 active; inhibition, % at 10 µM; HEK293 TREx D2 cells, calcium flux, dopamine EC80; in the data active means inhibition above about 30%; further: 0% is about no effect
# Target sequence (P14416 whole entry, looked up): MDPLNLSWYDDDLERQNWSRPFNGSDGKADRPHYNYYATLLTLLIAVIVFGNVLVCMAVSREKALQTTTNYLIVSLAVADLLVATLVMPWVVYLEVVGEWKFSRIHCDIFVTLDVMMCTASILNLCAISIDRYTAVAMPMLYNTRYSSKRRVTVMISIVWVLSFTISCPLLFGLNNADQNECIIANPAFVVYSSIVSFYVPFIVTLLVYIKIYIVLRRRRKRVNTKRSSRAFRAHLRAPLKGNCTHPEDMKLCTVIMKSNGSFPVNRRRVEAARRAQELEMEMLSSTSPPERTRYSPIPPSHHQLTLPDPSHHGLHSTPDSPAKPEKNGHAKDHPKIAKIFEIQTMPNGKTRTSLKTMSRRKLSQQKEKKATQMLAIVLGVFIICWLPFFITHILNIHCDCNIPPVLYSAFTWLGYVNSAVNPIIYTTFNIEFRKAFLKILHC
#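 Calcium mobilization kinetics were recorded at 1 s intervals in tetracycline-induced HEK293 T-REx D2 cells, first for 180 s after compound addition and then 180 s after EC80 dopamine.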
# RXFP1 antagonist – qHTS Assay for Antagonists of the Relaxin Receptor RXFP1; HEK293-RXFP1, relaxin-stimulated cAMP HTRF, 30 min; stronger effect = lower value; Relaxin receptor 1 (Homo sapiens), Q9HBX9; 0.59% of 350,000 active; activity change, negative = inhibition, % at 57.5 µM;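 active means activity change of -60% or lower, but not beyond a set lower limit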; further: on the % scale 0 is the no-effect control and ±100 the full control effect
# TRHR agonist – qHTS for Small Molecule Agonists and Allosteric Enhancers of Human TRH Receptor: Primary Screen for Agonists | Thyrotropin-releasing hormone receptor (Homo sapiens), P34981 | activation, % at 2 µM | TRHR cells, calcium flux fluo-8, FDSS agonist mode | 0.18% of 360,000 active; further: 0% is about no effect
#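 TRHR-expressing cells loaded with fluo-8 calcium dye; 23 nL library compound pin-transferred, kinetic FDSS fluorescence (Ex 480/Em 530) recorded about 180 s for agonist-induced calcium release, before a 10 nM TRH EC20 addition for potentiator mode.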
# D2 ag – HTS Assay for Allosteric Agonists of the Human D2 Dopamine Receptor: Primary Screen for Agonists. activation, % at 2 µM. 0.53% of 340,000 active. HEK293 T-REx D2 cells, calcium flux agonist mode. AID 485358, 2010;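 active means activation over 3 SD above normal in the single-dose calcium agonist read, cut at about 30% in these data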; further: 0% is about no effect
#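 Calcium-flux readout, 1 cycle/sec over 180 s following compound pin transfer, in inducible HEK293 Trex D2 cells (force-coupled); dopamine controls included. Positive calcium responses during this window marked compounds as potential agonists.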
# D1 antagonist – Antagonist of Human D 1 Dopamine Receptor: qHTS; D(1A) dopamine receptor (Homo sapiens), P21728; HEK293 TREx D1 cells, calcium flux, dopamine EC80; stronger effect = lower value; activity change, negative = inhibition, % at 10 µM; 3.2% of 360,000 active; AID 504652, 2011; in the data active means activity change below about -30%; further: on the % scale 0 is the no-effect control and ±100 the full control effect
# Target sequence (P21728 whole entry, looked up): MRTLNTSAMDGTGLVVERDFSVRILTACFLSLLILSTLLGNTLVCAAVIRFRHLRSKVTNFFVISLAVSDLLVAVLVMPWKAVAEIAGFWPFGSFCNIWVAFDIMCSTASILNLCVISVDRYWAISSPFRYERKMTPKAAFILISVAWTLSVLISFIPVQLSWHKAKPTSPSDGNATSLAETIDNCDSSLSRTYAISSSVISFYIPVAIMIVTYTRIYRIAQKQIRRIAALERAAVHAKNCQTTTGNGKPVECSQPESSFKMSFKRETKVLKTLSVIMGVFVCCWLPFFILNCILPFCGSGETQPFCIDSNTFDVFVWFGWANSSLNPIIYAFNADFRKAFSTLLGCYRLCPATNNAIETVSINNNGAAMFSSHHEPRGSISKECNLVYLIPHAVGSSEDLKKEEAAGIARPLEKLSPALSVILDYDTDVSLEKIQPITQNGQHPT
#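 Calcium flux readout: force-coupled, inducible Hek293 Trex D1 line, cells induced overnight at 30 C with tetracycline, dye-loaded 30–90 min at RT. Antagonism scored against EC80 dopamine challenge given 180 s after compound.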
# D1 potentiator – Potentiators of Human D1 Dopamine Receptor: qHTS | D(1A) dopamine receptor (Homo sapiens), P21728 | HEK293 TREx D1 cells, calcium flux, dopamine EC20 potentiation | potentiation, % at 10 µM | 0.036% of 360,000 active; in the data active means potentiation above about 30%; further: 0% is about no effect
# D1 agonist – Allosteric Agonists of the Human D1 Dopamine Receptor: qHTS | D(1A) dopamine receptor (Homo sapiens), P21728 | HEK293 T-REx D1 cells, calcium flux, agonist mode | AID 504660, 2011 | activation, % at 2 µM | 1% of 360,000 active; further: 0% is about no effect
#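 Agonism was scored from calcium flux recorded over 180 s (1 read/s) after pintool compound addition, following a 10-cycle baseline. Cells were inducible force-coupled HEK293 TREx D1, plated overnight at 30 C and loaded with no-wash calcium dye.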
# TRHR PAM – qHTS for Small Molecule Agonists and Allosteric Enhancers of Human TRH Receptor: Primary Screen for Enhancers. TRHR cells, fluo-8 calcium fluorescence, EC20 TRH enhancement. enhancement, % at 2 µM. 0.66% of 360,000 active; in the data active means enhancement above about 30%; further: 0% is about no effect
#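 Enhancer read-out: after compound pinning and an initial kinetic agonist-mode read, an EC20 of TRH (10 nM final) was injected and fluo-8 calcium signal (Ex 480/Em 530) followed at 1 s/cycle for 100 cycles in TRHR-expressing cells.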
# D2 PAM – HTS Assay for Positive Allosteric Modulators of the Human D2 Dopamine Receptor: Primary Screen for Potentiators | potentiation, % at 10 µM | 0.34% of 340,000 active | HEK293 T-REx D2, calcium flux, EC20 dopamine potentiation | AID 485347, 2010 | D(2) dopamine receptor (Homo sapiens), P14416;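 active means potentiation over 3 SD above the plate norm, cut at about 30% in these data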; further: 0% is about no effect
#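 Potentiation of an EC20 dopamine calcium response is measured in a force-coupled, tetracycline-inducible Hek293 Trex D2 line. Compound-only kinetic reads over 180 s flag agonists before dopamine addition.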
# * marks the source's active call; other numbers are inactive results; / = no result given; & = joins results of further samples. Unless noted, no stated cut-off is given here; in the data, active means activation above about 30%; inactive means the rest.
no.	SMILES	TRHR agonist	D1 agonist	RXFP1 antagonist	TRHR PAM	D2 ag	D2 antag	D1 antagonist	D2 PAM	D1 potentiator
1	CCOc1cccc(C(=O)Nc2ccccc2OC(F)F)c1	-1.2	3	-6	-7	0.3	12	-14	-4	2
2	CC(=O)NC12CC3CC(C)(C1)CC(NC(C)=O)(C3)C2	0.9	3	-5	-2	-0.8	-2	-6	0	2
3	Cc1cccc([C@@H]2[C@@H]3C(=O)N(Cc4ccccc4)C(=O)[C@@H]3[C@]3(CC(C)C)C(=O)N(c4cccc(F)c4)C(=O)N23)c1	0.8	4	/	-1	1.6	-20	18	10	-4
4	O=C(CCS(=O)(=O)c1ccc(Cl)cc1)Nc1nccs1	-0.5	4	-7	-9	0.5	3	5	-10	-2
5	CCOc1ccccc1NC(=O)Nc1nnc(N2CCCCCC2)s1	-0.4	-1	-12	-3	0.4	/	-3	-2	-1
6	c1ccc(CNc2ncnc3c2oc2ccccc23)nc1	-0.1	0	-8	24	/	/	-4	/	-2
7	O=C(COc1ccc(Cl)cc1)NCCNc1ccc([N+](=O)[O-])cc1	-0.3	4	10	-6	0.5	-10	-18	-13	-7
8	C=CCNCCOCCOc1ccc(C)cc1[N+](=O)[O-]	-0.7	1	7	4	1.0	4	6	-2	-4
9	CCn1ccnc1CC1COc2ccccc2O1 (stereo not drawn)	-0.1	-2	-9	-4	1.0	-6	6	-7	-6
10	C=CCNC(=S)N1CCN(Cc2ccccc2)CC1	0.1	0	-1	-2	-0.5	10	2	-10	-5
11	COc1cc(/C=N/NC(=O)COc2c(C)cc([N+](=O)[O-])cc2C)ccc1OC(=O)c1ccccc1	0.1	3	-19	-6	-0.4	11	-28	-2	-15
12	COc1cc(C(=O)OCC(=O)NC(=O)NC2CCCCC2)cc(Cl)c1OC	-0.1	1	-25	11	1.8	13	7	9	10
13	CSCc1nnc(NC(=O)c2ccc(S(=O)(=O)N3CCCCC3C)cc2)o1 (stereo not drawn)	-0.7	-1	0	0	8.0	4	16	/	-10
14	CC(=O)N1CCc2cc(S(=O)(=O)NC3CCCCC3)ccc21	0.2	3	-14	-3	0.6	13	1	-13	-2
15	Cc1cnc(C(=O)OCC(=O)c2ccc(F)c(F)c2)cn1	-0.4	1	-4	-1	0.2	-1	22	0	-6
16	O=C(Cc1c(O)c2ccccc2[nH]c1=O)NCc1ccccc1F	-0.4	5	0	26	-0.1	0	9	5	0
17	CCOC(=O)N1CCN(CCC(=O)Nc2ccc(C)c(Br)c2)CC1	-1.1	2	2	3	-0.1	/	7	-11	0
18	CC(C)Oc1ccccc1/C=N/NC(=O)c1ccccc1Cl	2.0	2	-1	-5	4.6	-9	-2	-7	-10
19	C=CCC1NS(=O)(=O)OC(CCCC)C1O (stereo not drawn)	-0.5	2	/	34*	-0.4	9	12	-10	4
20	Cc1ccc2cc(CN(c3ccc(C)c(C)c3)S(C)(=O)=O)c(=O)[nH]c2c1	-2.2	1	4	10	-1.7	-3	23	-2	5
21	COc1ccc(-c2csc(NC(=O)c3cccs3)c2C(=O)O)cc1OC	-1.0	3	-32	-4	1.9	3	-11	10	-6
22	Cc1c(C(=O)OCC(C)C)[nH]c2c1C(=O)CC(c1ccco1)C2 (stereo not drawn)	-0.1	5	-22	3	-1.5	7	-3	0	4
23	CC(=O)c1ccc(NC(=O)CN2C(=O)CCc3cc(S(=O)(=O)N4CCC(C)CC4)ccc32)cc1	-0.7	7	/	7	1.4	/	4	8	-1
24	Nc1nc(Cl)nc(N(c2ccccc2)c2ccccc2)n1	0.0	2	28	-5	0.2	16	20	3	0
25	COc1ccc(S(=O)(=O)N2CCCCCC2)cc1NC(=O)CCCOc1ccccc1	1.4	7	3	8	/	/	15	/	-3
26	COc1ccc(-n2c(C)c(C(C)=O)c3cc(OCC(N)=O)ccc32)cc1	-0.5	3	-6	-5	0.5	21	-6	9	-1
27	Cn1c2ccc(F)cc2c2nnc(SCCN3CCCCC3)nc21	-1.5&-2.4	3&1	7	-4&0	-0.6&-0.2	7	8&-5	3&25	-4&-4
28	Cc1ccc(C)c(Cn2c(=O)n(CC3CCC(C(=O)N4CCOCC4)CC3)c(=O)c3sccc32)c1 (stereo not drawn)	-0.2	2	2	1	1.0	/	-9	7	-3
29	Cc1noc(C)c1C(=O)OCC(=O)NC(c1ccccc1)c1ccccc1	0.1	1	4	-9	-0.6	2	-9	-5	-1
30	COc1ccc(NC(=O)c2ccc3snnc3c2)cc1OC	0.1	-1	/	0	-0.6	/	19	-5	0
31	O=C(NCC1CCCO1)C1CC(=O)N(c2ccc(F)c(Cl)c2)C1 (stereo not drawn)	0.5	2	/	-2	-0.5	-1	5	-5	-4
32	CC(=O)c1cccc(OCC(=O)N(C)CC(=O)Nc2ccc(F)cc2)c1	-0.5	3	6	-3	0.5	2	-4	-6	-7
33	O=C(CC1Sc2ccccc2NC1=O)OC(C(=O)NCCc1ccccc1)c1cccnc1 (stereo not drawn)	-0.7	1	/	-3	0.6	10	-29	8	-1
34	Cc1ccc2c(c1)N(CC(=O)N1CCN(c3ccccc3)CC1)C(=O)C(C)O2 (stereo not drawn)	-0.3	-1	-10	5	15	-24	-1	-5	-2
35	COc1cc(OC)cc(C(=O)NCC(=O)OCC(=O)Nc2ccc(C)c(S(=O)(=O)N3CCOCC3)c2)c1	-1.3	4	-5	12	-0.6	-4	2	10	5
36	CCOC(=O)N1CCN(c2c(NCc3ccccn3)c(=O)c2=O)CC1	-0.2	2	/	2	0.2	-5	-17	-11	/

# Full records as entered above.
# Cc1ccc(C)c(Cn2c(=O)n(CC3CCC(C(=O)N4CCOCC4)CC3)c(=O)c3sccc32)c1 (stereo not drawn) is listed with TRHR agonist = -0.2; D1 agonist = 2; RXFP1 antagonist = 2; TRHR PAM = 1; D2 ag = 1.0; D2 antag = /; D1 antagonist = -9; D2 PAM = 7; D1 potentiator = -3
# COc1ccc(S(=O)(=O)N2CCCCCC2)cc1NC(=O)CCCOc1ccccc1 is listed with TRHR agonist = 1.4; D1 agonist = 7; RXFP1 antagonist = 3; TRHR PAM = 8; D2 ag = /; D2 antag = /; D1 antagonist = 15; D2 PAM = /; D1 potentiator = -3

# The list continues:
no.	SMILES	TRHR agonist	D1 agonist	RXFP1 antagonist	TRHR PAM	D2 ag	D2 antag	D1 antagonist	D2 PAM	D1 potentiator
37	COc1cc(-c2cc(C(=O)N3CCN(c4ccccn4)CC3)c3ccccc3n2)cc(OC)c1OC	-0.6	3	0	3	-0.7	10	-10	6	-5
38	O=C(CN(Cc1ccc(F)cc1)C(=O)CCC(=O)Nc1ccccn1)NCc1ccc(F)cc1	0.1	0	-21	5	0.3	-19	5	4	-5
39	CC(C)(Oc1ccc(Cl)cc1)C(=O)O/N=C(\N)c1ccncc1	-1.5	0	-7	-2	-0.7	-4	-3	10	0
40	O=C(/C=C/c1ccccc1)NC1CC2CCCC(C1)N2Cc1ccccc1 (stereo not drawn)	0.4	2	/	-22	0.6	88*	-96*	-23	-10
41	COc1cccc(CC(=O)NC2CCCN(Cc3ccccc3F)C2)c1 (stereo not drawn)	-0.8	1	-1	10	-1.1	4	5	-5	-4
42	COC(=O)CN1C(=O)CSc2ccc(S(=O)(=O)Nc3cccc(C)c3)cc21	-0.4	1	10	0	0.1	/	-4	/	0
43	FC(F)(F)c1ccc(Oc2ccc3cc(Br)ccc3c2)nc1	0.5	9	-1	27	0.8	-3	25	12	-1
44	CCOC(=O)C1=C(C)OC(N)=C(C#N)C1c1ccsc1 (stereo not drawn)	-0.9	0	-2	4	0.1	4	-12	12	-4
45	O=C(NN1C(=O)/C(=C/C=C/c2ccco2)SC1=S)c1ccncc1	1.5	1	-14	-5	0.7	-8	-15	-14	0
46	Cc1ccc(N2C(=O)CSC23C(=O)N(Cc2ccccc2F)c2ccccc23)cc1F (stereo not drawn)	0.3	8	/	0	-0.6	/	0	4	-2
47	CCCn1cc2c(c1-c1cccc(C)c1)c(=O)n(C)c(=O)n2C	0.8	-1	6	-5	-1.0	7	2	3	2
48	CC(C)c1nnc(NC(=O)c2cccs2)s1	0.5	2	6	1	0.2	-8	-53*	-4	-17
49	CCOC(=O)NC(=O)CSc1nnnn1-c1ccc(Cl)cc1	-0.6	0	12	12	-0.5	-10	1	9	2
50	COc1cc2c(cc1OC)N1C(=O)CC(OCC(=O)O)C3C4CC5(CCN5C(=O)C4=O)C2C31 (stereo not drawn)	-0.5	3	-8	-4	-0.3	-14	7	-10	-5
51	Cc1cccc(-n2c(-c3ccco3)n[nH]c2=S)c1	-0.2	1	9	-10	0.3	-1	-3	-2	-9
52	Cc1nc(-c2ccc(Cl)cc2)sc1CCNC(=O)c1ccc(C(F)(F)F)cc1	-0.4	4	-25	6	-0.3	/	3	-10	1
53	COc1ccccc1OCC(=O)Nn1c(=S)[nH]c2ncccc2c1=O	-0.6	3	/	0	-0.1	-1	3	-9	-6
54	O=[N+]([O-])c1ccc(COc2ccccc2/C=N/O)cc1	-0.5	4	7	-1	-0.2	11	-49*	20	-8
55	O=C(Cn1c(-c2cccs2)cc2ccccc21)N1CCN(c2ccccc2F)CC1	-0.6	2	-6	7	-1.1	/	10	9	2
56	CCn1ccnc1CN1CCN(CC(C)C)C(CCO)C1 (stereo not drawn)	-0.7	1	4	-6	0.0	-13	-17	1	5
57	CCN(CC)S(=O)(=O)c1ccc(S(=O)(=O)NCC2CCCO2)cc1 (stereo not drawn)	0.0	2	-4	-1	-0.4	3	-20	-13	-9
58	O=C(CNC(=O)C1CCCCC1)NC1CCCCC1	0.1	-1	-2	-3	-0.3	-17	-2	1	-2
59	Cc1ccc(NC(=O)COC(=O)[C@@H]2CCCN2C(=O)c2cccs2)cc1S(=O)(=O)N(C)C	-1.2	3	-4	6	-3.0	22	-4	7	-1
60	Clc1ccc(Cn2ncc3c(NCc4ccccc4)ncnc32)cc1	3.6	22	-11	1	1.0	-13	4	12	-7
61	O=C1CC2(CCCC2)C(=O)N1CN1CCN(S(=O)(=O)c2ccc(Cl)c(Cl)c2)CC1	0.3	3	3	-4	0.0	12	12	-1	0
62	CCOC(=O)c1c(NC(=O)c2cc3nc(-c4ccc(Br)cc4)cc(C(F)(F)F)n3n2)sc(C(C)=O)c1C	0.5	4	3	3	0.8	/	12	7	-3

# From compound 61 up to 62, as listed above:
no.	SMILES	TRHR agonist	D1 agonist	RXFP1 antagonist	TRHR PAM	D2 ag	D2 antag	D1 antagonist	D2 PAM	D1 potentiator
61	O=C1CC2(CCCC2)C(=O)N1CN1CCN(S(=O)(=O)c2ccc(Cl)c(Cl)c2)CC1	0.3	3	3	-4	0.0	12	12	-1	0
62	CCOC(=O)c1c(NC(=O)c2cc3nc(-c4ccc(Br)cc4)cc(C(F)(F)F)n3n2)sc(C(C)=O)c1C	0.5	4	3	3	0.8	/	12	7	-3

# Screening data from PubChem BioAssay.
